RmlCD inh 1536: inhibitors of Mycobacterium tuberculosis RmlC and RmlD coupled enzymes. inhibition, % at 3.6 µM. 0.03% of 160,000 active. P9WH09+P9WH11. AID 1533. RmlC+RmlD coupled enzyme assay, percent inhibition; primary screen in compound mixtures; in the data active = inhibition mostly above about 34%, no sharp cut-off; also: some results filed as inactive read as strong as hits
Target sequence (P9WH09 whole entry, looked up): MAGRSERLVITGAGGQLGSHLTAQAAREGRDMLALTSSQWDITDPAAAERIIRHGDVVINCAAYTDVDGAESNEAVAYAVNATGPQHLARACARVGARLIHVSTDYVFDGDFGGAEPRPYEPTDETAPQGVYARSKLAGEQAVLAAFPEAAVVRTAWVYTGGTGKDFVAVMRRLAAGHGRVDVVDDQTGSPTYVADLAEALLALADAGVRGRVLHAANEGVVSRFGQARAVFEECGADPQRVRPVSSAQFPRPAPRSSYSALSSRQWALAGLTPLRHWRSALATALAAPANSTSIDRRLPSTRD
Target sequence (P9WH11 whole entry, looked up): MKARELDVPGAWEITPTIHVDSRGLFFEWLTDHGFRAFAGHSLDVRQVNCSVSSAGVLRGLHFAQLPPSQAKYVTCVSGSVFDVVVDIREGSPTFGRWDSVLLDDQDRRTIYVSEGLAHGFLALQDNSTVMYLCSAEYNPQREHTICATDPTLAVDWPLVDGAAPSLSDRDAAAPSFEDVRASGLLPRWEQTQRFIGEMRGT
GlmU inhibition: inhibition of mycobacterial GlmU enzyme – biochemical, glucosamine-1-phosphate acetyltransferase (AID 1376). M. tuberculosis GlmU acetyltransferase enzyme assay; higher % means a stronger effect. one-dose inhibition, %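 (tested at 30 µM in the primary screen)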; IC50 in µM for titrated hits. 0.25% of 220,000 active; in the data active = inhibition above about 13%;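 also: 0% = complete reaction with vehicle and 100% = reaction without substrate; strong numbers were not always called active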
* marks the source's active call; other numbers are inactive results; . = not tested or not shown.

SMILES | RmlCD inh 1536 | GlmU inhibition
COC(=O)C(O)(c1ccc(N(C)C(=O)c2cccs2)cc1)C(F)(F)F (stereo not given) | 5.2 | 6.8%
CCN(CC)C(=O)CSC(Nc1cccc(F)c1)=C(C#N)C#N | -10.3 | -5.6%
COc1cccc(C(=O)NNC(=O)C2CC(C)=C(C)CC2C(=O)O)c1 (stereo not given) | -5.2 | 2.6%
COC(=O)C1(CCSC)NC(c2ccccc2OC)C2C(=O)N(C)C(=O)C21 (stereo not given) | . | -4.9%
CCOc1cccc2sc(N(CCCN(C)C)C(=O)c3ccc(S(=O)(=O)N(C)c4ccccc4)cc3)nc12 | -9.9 | -3.5%
COC(=O)CCC(=O)NNC(=O)c1cccc(Br)c1 | 15.3 | -0.5%
Cc1ccc2ncccc2c1NC(=S)NC(=O)c1ccccc1 | 5.2 | -0.8%
Cc1cccc(-n2ncc3c(N4CC(C)CC(C)C4)ncnc32)c1 (stereo not given) | 11.9 | -3.9%
Cc1c2c(n3c(nc4ccccc43)c1C#N)N(CCN1CCOCC1)CC2 | -2.8 | 16.4%
COc1ccc(-n2cnnc2SCC(=O)Nc2cccnc2Cl)cc1 | . | -3.3%
CCOC(=O)CNC(=O)c1ccc2c(c1)OCCO2 | -6.9 | 9.9%
FC(F)(F)c1cccc(Cc2noc(CN3CCCC(OCc4ccccn4)C3)n2)c1 (stereo not given) | -8.9 | -4.7%
CCOc1ccc(NC(=O)COn2nnc3ccc(S(=O)(=O)N4CCOCC4)cc32)cc1 | -5.5 | -3.1%
CCCOc1ccc(N2C(=O)CC(N(O)c3ccccc3)C2=O)cc1 (stereo not given) | 11.7 | 1.5%
CCN(CC)c1ccc(/C=C2/C(=O)N(c3ccc([N+](=O)[O-])cc3)N=C2N2CCOCC2)cc1 | -8.7 | .
Cc1nn(Cc2ccccc2Cl)c(C)c1NC(=O)CCCn1nc(C)c([N+](=O)[O-])c1C | . | 3.6%
COc1cccc(-n2nnc3c(=O)n(Cc4ccc(F)cc4)cnc32)c1 | -6.3 | 4.1%
C=CCNC(=S)N1CCN(c2ncc3c(=O)c(C(=O)O)cn(CC)c3n2)CC1 | 9.3 | 3.5%
CCCn1c(SCC(=O)NCc2ccc(C)cc2)n[nH]c1=O | -12.3 | 3.5%
Cc1c(O)cc2c(c1O)C(=O)CC(c1ccc(O)cc1)O2 (stereo not given) | -5.7 | 4.2%
COCCCN1CC23C=CC(O2)C(C(=O)OC)C3C1=O (stereo not given) | . | 2.6%
C/C(=N\NC(=O)CSc1nc2ccccc2s1)c1cccnc1 | -0.1 | 2.5%
CCCNC(=O)COC(=O)c1cc(SC)ccc1Cl | -7.2 | -6.7%
O=c1sc2ccccc2c(=O)n1Cc1ccccc1F | 13.6 | -1.8%
Cc1ccc(C(=O)NCC(=O)NCCc2ccc(S(N)(=O)=O)cc2)s1 | -6.4 | 0.5%
The results go on:
SMILES | RmlCD inh 1536 | GlmU inhibition
COC(=O)C1C(=O)/C(=C/N(C)C)C(=O)CC1(C)C (stereo not given) | -11.9 | -3.9%
CCOC(=O)C1(Cc2ccccc2C)CCCN(C(=O)c2cc(CC)nn2C)C1 (stereo not given) | -7.0 | 1.2%
CCN(CC)S(=O)(=O)c1ccc(Cl)c(NC(C)=O)c1 | -13.4 | 2.2%
COc1ccc(NC(=O)COC(=O)Cn2c(C)nc3ccccc32)cc1OC | 10.3 | 1.4%
O=C(NC(=S)N1CCN(c2ccc(C(F)(F)F)cc2[N+](=O)[O-])CC1)c1cccs1 | -1.1 | -3.1%
Cc1ccc(-c2nnc(SCC(=O)NC3CCCc4ccccc43)n2N)cc1 (stereo not given) | -1.0 | 2.1%
CCc1ccc2nc(NC(=O)c3cc(C)on3)sc2c1 | . | -5.6%
CCOC(=O)C1(CCOC)CCN(Cc2ccncc2)CC1 | -10.2 | 0.5%
Cc1csc(SC(C)C(=O)NCc2ccc3c(c2)OCO3)n1 (stereo not given) | 7.0 | 8.6%
O=C(CCl)Nc1cccc(S(=O)(=O)N2CCCCCC2)c1 | -2.2 | -0.6%
CCOc1ccc(CN2CCCN(C)CC2)cc1 | -4.6 | -3.8%
COC(=O)CCc1n[nH]c(=O)[nH]c1=O | 9.5 | -1.9%
COc1cccc(Cn2c(Oc3ccccc3)nc3c2c(=O)n(C)c(=O)n3C)c1 | -6.8 | -2.3%
CC(C(=O)Nc1ccccc1C(=O)N1CCCC1)n1nnc2ccccc21 (stereo not given) | . | -2.0%
CSc1ccc(C(=O)C2CCCN(C(=O)c3nn(C)c(=O)c4ccccc34)C2)cc1 (stereo not given) | . | 8.0%
O=C(O)c1ccccc1/C=N/NC(=O)c1cc(-c2ccco2)nc2ccccc12 | 12.7 | .
CC1(OC(=O)CCc2ccccc2)C(=O)C=C2C=C(c3ccc(C#N)cc3)N(C3CC3)C=C2C1=O (stereo not given) | . | -2.5%
O=C(CNCC1CCCCC1)Nc1ccccc1N1CCCCC1 | 10.3 | 1.3%
CCOC(=O)[C@@H]1[C@H]2COc3ccc(Br)cc3[C@@H]2N2C(=O)N(c3cccc(Cl)c3)C(=O)[C@]12C | . | 5.5%
Cc1cc(C)c(C(=O)COC(=O)Cn2cnnn2)cc1C | -12.7 | 12.0%
CC(=O)Nc1cc(NC(C)=O)c2nc(N)sc2c1 | 2.2 | 0.1%
CCN(CC)CC(=O)N1c2ccccc2Oc2c(c(=O)n(C)c(=O)n2C)C1c1cccc([N+](=O)[O-])c1 (stereo not given) | 2.8 | 3.0%
CSc1nc2nc3c(cc2c(=O)n1-c1cccc(C)c1)COC(C)(C)C3 | -8.4 | .
COc1ccc(C(=O)COc2cccc(NC(=O)c3ccco3)c2)cc1 | . | 6.6%
Cc1ccc2c(c1)N(CC(=O)NCc1ccco1)C(=O)CO2 | . | 2.7%
(list continues)
SMILES | RmlCD inh 1536 | GlmU inhibition
O=C1N(Cc2cccnc2)C[C@@H]2C[C@@H](c3ccc(-c4ccccc4)cc3)N3CCC[C@@]123 | -6.3 | 2.6%
CN(C)CCCn1c(SCC(=O)Nc2nc(-c3cccc(Br)c3)cs2)nc2ccccc2c1=O | 0.7 | -14.3%
COc1ccccc1-n1c(=S)sc2c(=O)n(Cc3ccco3)c(SC)nc21 | . | 2.0%
O=C(NS(=O)(=O)c1ccccc1)c1ccccc1 | . | 0.6%
CCOC(=O)CSc1nc2ccc(C)cc2cc1C#N | . | 1.9%
COc1ccc(C(O)P(=O)(O)CCc2ccccc2)cc1 (stereo not given) | 4.9 | 2.2%
CCOC(=O)/C=C/C(=O)OCC(=O)Nc1cccc(Br)c1 | 8.6 | 1.3%
C=CCOC(=O)C1=C(C)NC(SCC(=O)OCC)=C(C#N)C1c1ccc(O)c(OC)c1 (stereo not given) | . | 0.4%
CCC1=C(OC(=O)N(CC)CC)N2C(=O)OC(=NCCOC)[C@]2(Cc2ccccc2)[C@H]2C1=CC[C@H]1C(=O)N(CC(=O)OC)C(=O)[C@H]12 | . | -2.1%
COc1cccc(CN(CC(=O)NCC2CCCO2)C(=O)CCC(=O)Nc2cc(C)on2)c1 (stereo not given) | -0.3 | 4.1%
Cc1oc(C(C)(C)C)cc1C(=O)Nc1ccc2c(c1)OCCO2 | 9.7 | .
COc1ccc(Cc2nnc(SCc3c(C)noc3C)n2C2CCCCC2)cc1OC | . | -4.1%
O=C(NCc1cccnc1)C(=O)Nc1nc2ccccc2s1 | 5.9 | -2.0%
CCOC(=O)CNC(=O)CSc1nc2sc(C)c(C)c2c(=O)n1C | -9.0 | 15.0%*
CCOC(=O)c1ccc(-c2c(C(=O)OCC)oc3cc(O)c(CC)cc3c2=O)o1 | . | -1.0%
Cc1cc(C)c2nc(SCC(=O)Nc3ccc(S(=O)(=O)N4CCCC4)cc3)c(C)cc2c1 | -8.7 | -2.3%
CNCC(O)c1cc(F)c(OCc2ccccc2)c(OCc2ccccc2)c1F (stereo not given) | . | -8.3%
CC(=O)NCCN1C(=O)C2C3c4ccccc4C(c4ccccc43)C2C1=O (stereo not given) | . | 0.6%
COc1cc(NC(=O)c2ccccc2-c2ccccc2)cc(OC)c1 | . | 1.1%
CCOC(=O)C1CCCN(Cc2cc(=O)oc3cc(C)ccc23)C1 (stereo not given) | . | 0.6%
CCOC(=O)c1c(-c2cccs2)csc1NC(=O)CNCCN1CCOCC1 | 20.0 | 0.1%
Cc1sc(C(C2C(=O)CC(C)(C)CC2=O)C2C(=O)CC(C)(C)CC2=O)cc1[N+](=O)[O-] | -12.9 | 2.6%
COc1cc2ccccc2cc1-c1nnc(COc2ccccc2)o1 | 7.6 | -0.3%
O=C(Nc1ccn(Cc2ccccc2)n1)c1cccc(F)c1 | -0.7 | -4.4%
COc1ccccc1Nc1nc(N)nc(CSc2nnc(C)s2)n1 | 5.0 | -3.4%
(further entries)
SMILES | RmlCD inh 1536 | GlmU inhibition
O=C1c2ccccc2NC(c2ccc(-c3cccc(Cl)c3)o2)N1O (stereo not given) | . | -2.7%
CCn1nnc(-c2ccccc2NC(=O)C(F)(F)F)n1 | . | 0.6%
CCOC(=O)Nc1ccc([N+](=O)[O-])cc1C | 17.2 | 3.5%
CCOC(=O)C[C@H]1c2cc(F)ccc2S(=O)(=O)N1C1CCCCC1 | . | 5.3%
c1cc2c(cn1)cnc1cscc12 | -11.5 | 6.0%
Cc1ccc(OCC(=O)N2CCN(C(=O)c3ccncc3)CC2)cc1 | . | 1.7%
Cc1[nH]n(-c2ncc(-c3ccccc3)s2)c(=O)c1C(c1ccc(Br)cc1)C(C#N)C#N (stereo not given) | . | 4.3%
CCCc1cc(C(=O)Nc2ccc(C)cc2)no1 | -4.2 | -0.6%
COc1ccc(N(C)C(=O)Nc2ccc3nsnc3c2)cc1 | 6.1 | 0.2%
CCn1c(SCc2ccc(F)cc2)nc2c(c1=O)SCC2 | -2.5 | -3.4%
COc1ccccc1-n1cccc1C=O | 8.5 | -4.8%
COc1ccccc1/C=C1/C(=O)N(c2cc(C)cc(C)c2)C(c2cccc([N+](=O)[O-])c2)S1(=O)=O (stereo not given) | -7.2 | 4.5%
O=C(Nc1ccc(C(=O)Oc2ccccc2)c(O)c1)c1ccccc1 | 5.9 | -2.2%
Cc1cc(C)c2c(=O)[nH]c(SCC(=O)NCCc3ccccc3)nc2n1 | -11.1 | 1.9%
CC1Cc2ccccc2N1CC(=O)NC(=O)NC1CCCC1 (stereo not given) | 2.0 | -2.1%
COc1ccc(CCN(C)C(=O)N2CCOCC2)cc1OC | . | 1.0%
Cc1c(Nc2c3ccccc3nc3ccccc23)c(=O)n(-c2ccccc2)n1C | -9.3 | 2.0%
CCOC(=O)C1=NN(c2ccc(C)cc2)CC1C(=O)OC (stereo not given) | . | -5.1%
Cc1ccc(Cl)cc1NC(=O)COC(=O)Cn1cnc2c1c(=O)n(C)c(=O)n2C | -7.3 | -3.6%
CC1(C)CC(=O)C(/C=N/c2ccccn2)=C(O)C1 | -10.5 | 0.4%
O=C(NCCN1CCc2ccccc2C1)C1CCN(S(=O)(=O)N2CCCCC2)CC1 | 12.7 | -4.2%
CCCCC12CN3CCN(CC(C3)/C1=N\NC(=O)Nc1ccccc1)C2 | 8.8 | -6.1%
CCOC(=O)N1CCC(NC(=O)CSCc2nc(-c3cccc(OC)c3)oc2C)CC1 | -8.2 | -0.7%
O=C(CN(C(=O)CNC(=O)c1ccco1)c1ccc2c(c1)OCCO2)NC1CCCCC1 | 3.9 | 4.0%
C=CCc1cccc(/C=N/NC(=O)C(C)Nc2cccc(C)c2)c1O (stereo not given) | 2.1 | 1.3%
COc1cccc(/C=C/C(=O)c2ccc(NC3=NCCCS3)cc2)c1 | -1.8 | 2.0%
Cc1ccc(CNS(=O)(=O)/C=C/c2ccc3c(c2)OCO3)cc1 | 4.1 | -7.4%
COc1ccc(F)cc1CN1CCN(c2cc(C)nc3c4c(C)cc(C)nc4nn23)CC1 | . | -1.4%
CCN(CC)C(=O)COc1ccc2c(c1)C(=O)CC(C)(C)O2 | -10.9 | 3.1%
Cn1c(=S)n(C)c2ccccc21 | -8.6 | 5.0%

A portion of the library; count on the stated rates, not on these rows.
